UPR XBP1 act – activators of adaptive XBP1 UPR arm, primary screen, cell-based, CHO-XBP1 luciferase reporter, luminescence, uHTS | IRE1-XBP1 UPR activation; percent of tunicamycin response, DMSO as zero | activation, % at 20 µM | 330,000 tested, 0.33% active | AID 463104, 2010;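 active = versus positive control, 20 µM dose yields 30% or more activation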;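 note: 100% = tunicamycin at 10 µg/mL and 0% = DMSO only wells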
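Assay system: IRE1-XBP1 luciferase reporter CHO line. Input: 1000 cells/well. Buffer or medium: F12 with 10% serum. Doses: 20 µM, 1% DMSO. Times: overnight seeding at 37 °C, 6 h compound treatment at 37 °C. Technique: Steady-Glo luciferase glow luminescence, 10 min after reagent addition.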
APJ antag – antagonists of human apelin receptor APJ, primary screen, CHO-K1 cells, beta-arrestin complementation, luminescence; P35414; inhibition, % at 20 µM; 330,000 tested, 0.32% active; AID 2521, 2010;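 active = inhibition above about 40% at 20 µM, limit read from the data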;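 note: cells challenged with 10 nM apelin-13 agonist together with compound; plate controls were apelin-13 plus DMSO wells for no effect and DMSO wells lacking apelin-13 for full effect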
APJ ag – agonists of human apelin receptor APJ, primary screen, CHO-K1 cells, PathHunter beta-arrestin, luminescence | P35414 | 0% DMSO wells, 100% apelin | activation, % at 20 µM | 330,000 tested, 0.11% active | AID 2520, 2010;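 active = activation more than six SD over the plate average, tested at 20 µM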;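 note: 0% = DMSO alone and 100% = apelin-13 at 10 nM; some results filed as inactive read as strong as hits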
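Test system: CHO-K1 APJ beta-arrestin complementation cell line | Compound: Single test compound dose, 20 µM final, 1% DMSO | Incubation: Compound 90 min 25 °C, reagent 1 h | Measured by: beta-gal luminescence | Read-out basis: APJ–arrestin association signal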
EBI2 antag – EBI2 receptor antagonists, beta-arrestin recruitment, primary screen, cell-based, luminescence, 7a,25-OHC stimulation, uHTS | G-protein coupled receptor 183 (Homo sapiens), P32249 | 7a,25-OHC stimulated | inhibition, % at 5 µM | 360,000 tested, 0.81% active | AID 651636, 2012; in the data active = inhibition above about 38%;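 note: enzyme fragment complementation signal reports receptor beta-arrestin coupling in cells; 0% = agonist plus DMSO wells and 100% = wells without agonist; some results beyond the cut were filed as inactive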
CCR6 antagonist – CCR6 receptor antagonists, primary screen, cell-based, CHO-K1, luminescence, beta-arrestin, uHTS; C-C chemokine receptor type 6 (Homo sapiens), P51684; CHO-K1 CCR6 PathHunter beta-arrestin, CCL20-stimulated; inhibition, % at 20 µM; 340,000 tested, 0.49% active; AID 493098, 2011;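 active = compounds whose inhibition of the agonist-driven luminescence signal at 20 µM reaches about 50%, limit read from the data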;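 note: cells stimulated with CCL20 at 14 nM final; plate controls were DMSO with CCL20 for no effect and DMSO without agonist for full effect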
Target sequence (P51684 whole entry, looked up): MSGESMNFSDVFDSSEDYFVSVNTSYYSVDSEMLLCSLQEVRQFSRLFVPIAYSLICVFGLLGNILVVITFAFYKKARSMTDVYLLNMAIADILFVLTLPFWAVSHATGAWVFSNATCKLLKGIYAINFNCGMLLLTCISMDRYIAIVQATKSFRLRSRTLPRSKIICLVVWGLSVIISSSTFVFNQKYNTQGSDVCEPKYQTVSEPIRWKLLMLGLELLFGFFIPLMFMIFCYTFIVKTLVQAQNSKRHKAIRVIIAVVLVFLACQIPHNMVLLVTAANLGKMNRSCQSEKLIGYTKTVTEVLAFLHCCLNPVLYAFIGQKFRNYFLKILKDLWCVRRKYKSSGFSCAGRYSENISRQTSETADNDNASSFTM
UPR CHOP act – activators of apoptotic CHOP UPR arm, primary screen, cell-based, CHO-CHOP luciferase reporter, luminescence, uHTS; activation, % at 10 µM; AID 449763, 2010; 330,000 tested, 0.34% active; UPR activation; percent of tunicamycin response over DMSO baseline;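 active = at 10 µM dose, activation of 40% or more, normalized to positive control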;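 note: 100% = tunicamycin at 10 µg/mL and 0% = DMSO alone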
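System: CHO-CHOP luciferase reporter cell line; amount: 500 cells/well; buffer or medium: F12 medium containing 10% fetal bovine serum; incubation: 6 h compound exposure at 37 °C after overnight seeding; measured by: luciferase luminescence after 10 min with Steady-Glo reagent; evaluation: % reporter activation, DMSO baseline versus tunicamycin full activation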
CXCR6 block – CXCR6 receptor inhibitors, primary screen, cell-based, beta-arrestin, luminescence, CHO-K1 PathHunter, 1536-well; inhibition, % at 20 µM; 360,000 tested, 0.36% active; in the data active = inhibition above about 34%, passing the limit was not always enough;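 note: antagonist mode with CXCL16 agonist at 10 nM final; 0% = 10 nM CXCL16 with DMSO and 100% = unstimulated wells without agonist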
Target sequence (O00574 whole entry, looked up): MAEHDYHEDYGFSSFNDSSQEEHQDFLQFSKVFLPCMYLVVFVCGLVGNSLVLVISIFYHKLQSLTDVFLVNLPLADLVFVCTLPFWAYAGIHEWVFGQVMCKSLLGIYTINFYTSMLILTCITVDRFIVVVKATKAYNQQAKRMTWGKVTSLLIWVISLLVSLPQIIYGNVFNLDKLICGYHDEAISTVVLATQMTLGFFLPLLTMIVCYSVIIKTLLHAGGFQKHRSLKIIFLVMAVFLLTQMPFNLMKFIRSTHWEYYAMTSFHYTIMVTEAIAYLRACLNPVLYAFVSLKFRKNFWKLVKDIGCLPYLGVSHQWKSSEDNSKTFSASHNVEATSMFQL
tim23-1 inh – growth inhibitors of tim23-1 mutant yeast, primary screen, luminescence, uHTS. S. cerevisiae tim23-1 growth, BacTiter-Glo luminescence, 24 h. inhibition, % at 20 µM. 330,000 tested, 1.3% active;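 active = growth inhibition of the mutant yeast at or above 50%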;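 note: temperature-sensitive mutant grown at 25 °C; plate controls were DMSO-treated mutant yeast for no effect and medium wells lacking yeast for full effect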
Mdm2 MdmX PPI – inhibitors of human Mdm2-MdmX association, primary screen, cell-based, luminescence, split luciferase, SaOS-2, uHTS; inhibition, % at 8 µM; SaOS-2 split-luciferase Mdm2/MdmX complementation; 330,000 tested, 3% active; Protein Mdm4 (Homo sapiens) + E3 ubiquitin-protein ligase Mdm2 (Homo sapiens), …; AID 485346, 2010;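 active = inhibition of at least 50% at 8 µM in the primary screen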
An asterisk follows results filed as active.

Structure	UPR XBP1 act	APJ antag	APJ ag	EBI2 antag	CCR6 antagonist	UPR CHOP act	CXCR6 block	tim23-1 inh	Mdm2 MdmX PPI
CN1CCN(C(=O)CNC(=O)c2cccs2)CC1	1	3	-2	-4	7	-1.1	7	0	0
O=C(c1ccc(S(=O)(=O)N2CCCC2)cc1)N1CCN(c2ccccc2)CC1	-2	5	-4	17	6	0.4	3	17	-11
COc1ccc(/C=C(/NC(=O)/C=C/c2ccccc2)C(=O)O)cc1	-3	8	0	2	7	-0.3	10	4	-11
CC(=O)Oc1ccc(-c2ccc(C(=O)OCC(=O)c3c(N)n(C)c(=O)n(C)c3=O)cc2)cc1	4	-11	-1	13	-5	1.3	6	8	49
Nc1nc(Nc2cccc(F)c2)nc(N2CCOCC2)c1[N+](=O)[O-]	7	8	-5	8	25	-1.0	5	26	-3
CCCCC1=NN2C(=N)CC(=O)N=C2S1	1	13	2	9	4	-0.6	-7	0	12
O=C(COC(=O)c1ccc(OC(F)(F)F)cc1)NCCN1C(=O)CSC1=O	-3	9	-3	-2	9	0.5	4	15	-6
Cc1ccc(NS(=O)(=O)c2ccc(C(=O)N3CCCCCCC3)cc2)cc1	-6	7	-2	-10	0	1.8	-9	18	7
Cc1cc(Nc2ccc3c(c2)OCCO3)c2ccccc2n1	-6	7	-2	-2	-5	-2.6	-13	7	29
Cc1cccc(NS(=O)(=O)c2cc3c(cc2C)n(C)c(=O)c(=O)n3C)c1	-3	9	-2	1	-6	-0.5	-1	7	17
CCN1C(=O)/C(=C/c2ccc(C)s2)SC1=Nc1ccc(OC)cc1	0	2	1	-2	27	0.2	12	20	37
CC1(C)CC(=O)C(C(c2cccnc2)C2C(=O)CC(C)(C)CC2=O)C(=O)C1	1	-9	-2	3	-3	0.4	-6	14	-3
COC(=O)c1c(C)oc(C)c1S(=O)(=O)NC(C)(C)C	-2	6	4	4	5	-1.1	5	9	3
CCN(CC)S(=O)(=O)c1ccc(NC(=O)COc2nc3ccccc3nc2N2CCOCC2)cc1	-1	-2	-3	1	12	-1.8	-1	6	22
CC(C)c1nc(SCC(=O)NC2CCCCC2)c2ccccc2n1	-2	22	5	15	11	1.3	1	17	23
CCCCC(=O)Nc1nc2c(OC)ccc(OC)c2s1	-1	7	-8	-9	9	1.5	-2	9	24
COc1ccc(CN2CCNC(=O)C2CC(=O)NCc2csc(C)n2)c(F)c1 (stereo not given)	-1	-9	3	-7	3	0.4	-6	2	6
COc1c(F)c(F)c(C(=O)Nc2ccccc2N2CCN(C(=O)C(C)C)CC2)c(F)c1F	0	2	-3	-3	6	-3.5	-4	-1	13
COc1ccc(CCN(C(=O)c2cccc(F)c2)C2CC(=O)N(c3ccccc3)C2=O)cc1 (stereo not given)	-1	-1	-2	-25	-4	0.1	-9	24	-2
Cc1ccc(CSc2nnc(SCC(=O)N/N=C/c3c(C)nn(-c4ccccc4)c3C)s2)cc1	5	-20	1	-5	7	9.4	-2	21	-77
O=C(N/N=C/c1ccccc1Cl)c1ccc(F)cc1	4	13	-1	6	8	3.2	0	3	-25
Clc1ccc(CSc2nnc(Cn3cnc4ccccc43)o2)cc1	-1	-3	8	7	6	5.7	-9	-1	19
O=C(CCC1CCCCC1)NCCS(=O)(=O)N1CCN(c2ccccc2F)CC1	-1	5	-4	6	10	0.3	1	0	-8
COCCCNC(=O)c1cc(C(=O)c2c(-c3c(Cl)cccc3Cl)noc2C)c[nH]1	-1	7	2	10	14	0.7	-11	-4	3
Cc1cc(NC(=O)CCC(=O)N(CC(=O)NC2CCCC2)c2ccc(Cl)cc2)no1	5	-14	-1	-9	7	-1.9	-4	3	11
CCOC(=O)c1cc(-c2ccccc2)sc1NC(=O)c1ccc(OC)c(OC)c1	-1	6	-3	23	9	1.2	3	7	24
O=C(Nc1cccc(F)c1)N1CCCCCC1	0	3	-5	-4	6	0.8	13	-5	11
C/C(=N\Nc1ccc(S(=O)(=O)N2CCCCC2)cn1)c1ccc(O)cc1	0	-26	2	-3	1	2.0	-10	35	-5
CN(C)c1nc(NN)nc(Nc2ccc(F)cc2)n1	0	5	-5	-12	9	0.3	21	26	5
CCc1ccc(N(C(=O)Cc2cccs2)C(C(=O)NC2CCCCC2)c2cn(C)nc2C)cc1 (stereo not given)	-3	1	-2	9	4	-0.7	1	9	-5
COc1ccc2c3c(cccc13)OC2=O	2	1	-2	0	5	0.1	2	47	-3
COc1ccccc1-c1c(C#N)c(N)nc2c1CCC2	0	13	5	-6	15	0.2	1	12	-4
Cn1cccc1Cc1nnc(SCC(=O)Nc2ccccc2F)n1-c1ccc(F)cc1	1	25	-3	-1	-2	-0.5	3	22	8
COc1cccc(NC(=O)c2ccc(N3C(=O)C4CC=CCC4C3=O)cc2)c1 (stereo not given)	0	-15	3	15	6	1.0	4	2	7
COc1ccccc1NS(=O)(=O)c1cccc(C(=O)N/N=C(\C)c2ccc3c(c2)OCCO3)c1	0	6	-1	-23	12	2.9	-3	22	-2
COc1ccc(NC(=S)N/C(=N/CS(=O)(=O)c2ccccc2)c2ccccc2)cc1	-5	0	-2	27	10	-0.7	-1	30	26
N#Cc1ccccc1NCc1ccccc1	6	7	-5	8	8	-0.9	3	2	-19
O=C(CSc1nc2ccccc2[nH]1)NCc1ccc(F)cc1	2	-14	-1	0	-3	0.6	2	-8	20
Cc1c(F)cccc1NC(=O)c1ccc2c(c1)CCN2S(C)(=O)=O	-8	-10	1	4	-6	2.8	1	4	9
Cc1nnc(SCC(=O)Nc2cccc(S(N)(=O)=O)c2)n1-c1ccccc1	2	-8	2	-10	5	1.7	-8	-1	4
Cc1nc2ccc(S(=O)(=O)c3ccc4nc(C)[nH]c4c3)cc2[nH]1	-5	-12	-2	-3	-10	-0.4	-6	-4	0
CC(C)C(CCN1C(=O)CCC1=O)C1CCOC(C)(C)C1 (stereo not given)	1	12	4	-4	1	-1.2	0	10	-12
COc1ccc(NC(=O)c2ccc3ccccc3n2)cc1S(=O)(=O)Nc1ccccc1Cl	-2	-19	-2	6	15	1.0	7	16	38
O=C(N/N=C/c1ccc(O)cc1)c1cc(C2CC2)[nH]n1	-1	9	0	-4	3	1.0	6	11	-8
CCOc1ccccc1C(=O)Oc1cc(C)[nH]c(=O)c1[N+](=O)[O-]	-1	9	-4	-6	0	0.5	4	-5	-1
CC/C(=N\NC(=O)c1c(C)nc2ccccn12)c1ccc(Cl)cc1	-3	0	0	17	12	-0.7	-4	14	8
CCCCOc1ccc(C(=O)NCC(=O)N2CCN(C(=O)c3ccco3)CC2)cc1	-3	-2	-8	-8	-15	-0.3	-2	14	3
CN1CCN(C(=O)/C(=C/c2cccs2)NC(=O)c2cccs2)CC1	1	-6	-3	-11	2	-1.2	4	-1	9
CCOC(=O)C1CCN(C(=O)c2ccc(C)o2)CC1	-3	3	0	2	10	6.2	-6	18	-9
O=C(Nc1ccc2c(c1)OCO2)C(c1ccccc1)N1CCCCC1 (stereo not given)	-2	-4	-4	8	7	-0.5	4	10	4
O=S(=O)(c1ccc(S(=O)(=O)N2CCN3CCCC3C2)cc1)N1CCCC1 (stereo not given)	-2	10	3	-1	1	0.4	-11	0	-1
CCOc1ccc(-c2nc(-c3ccncc3)no2)cc1OCC	1	6	2	3	25	0.4	-5	6	-53
COC(=O)c1c(C)nn(-c2ccccc2)c1-n1cccc1	-1	-11	-2	4	5	3.0	-2	21	30
CCCCN(C)CCCNC(=O)C1(O)c2ccccc2NC(=O)N1c1ccc(Cl)cc1 (stereo not given)	-2	20	2	3	6	0.5	-7	-4	-17
O=C(NCc1ccco1)C1CCC(CNS(=O)(=O)c2cccc3cccnc23)CC1 (stereo not given)	-2	-13	-3	-1	5	-1.0	0	-15	-21
CCC(=O)Nc1cc(C)c(NC(=O)c2ccccc2OC)cn1	1	0	0	-3	-6	2.9	1	17	-8
CCCN1C(=O)C(O)(C/C(C)=N/O)c2ccccc21 (stereo not given)	-1	2	0	1	7	-3.0	4	-1	18
FC(F)(F)c1cc(C(F)(F)F)c2ccc(N3CCN(c4ncccn4)CC3)nc2n1	0	-2	-3	-12	-5	0.9	-1	-5	58*
Cc1ccc(-c2noc(CN3CCN(Cc4ccccc4)CC3)n2)cc1	0	13	0	-3	0	1.6	5	8	14
CN(C)c1ccc(P(=O)(Nc2cccc(C(F)(F)F)c2)N2CCOCC2)c(NC(=O)c2cccs2)c1 (stereo not given)	0	9	-3	28	4	-0.3	16	15	12

Next section.
Structure	UPR XBP1 act	APJ antag	APJ ag	EBI2 antag	CCR6 antagonist	UPR CHOP act	CXCR6 block	tim23-1 inh	Mdm2 MdmX PPI
CCOC(=O)C(=O)Nc1cc(C)on1	-2	8	-2	-8	5	-0.8	-5	4	5
CCOCCCNC(=O)CCN1C(=O)c2ccccc2Sc2ncccc21	-3	11	-3	-7	-1	-2.0	-5	8	-9
Cc1cc(C(=O)NNC(=O)c2ccc(Cl)c(S(N)(=O)=O)c2)c(C)o1	-1	17	-1	-4	7	-1.0	0	-2	-3
O=C(CCl)N1CCN(C(=O)C2COc3ccccc3O2)CC1 (stereo not given)	-8	13	-3	-4	3	31	-2	28	67*
O=C(CSc1nnc(CNC(=O)c2ccc(F)cc2)o1)NCc1ccc(F)cc1	-2	1	-3	-3	1	-0.6	2	6	-13
Cc1cc(OCC(=O)OCC(=O)c2ccc[nH]2)ccc1Cl	-1	-5	-3	7	0	0.3	3	18	9
CCn1c(SC(C)C(=O)Nc2ccc3c(c2)OCCO3)nnc1C1CC1 (stereo not given)	-2	5	-4	-4	-9	-1.4	-7	-1	19
COC(=O)CNC(=O)c1cc(-c2ccncc2)nc2ccccc12	-3	15	-1	1	6	-0.2	-4	11	-18
COc1cc2c(cc1OC)C(c1ccncc1)CC(=O)N2 (stereo not given)	-1	-17	-3	-9	7	-1.1	-4	10	38

Screens from PubChem.

Only part of the results is shown. The share of hits here may be higher or lower than overall.
